# Pf Dd2 growth: inhibitors of Plasmodium falciparum Dd2 growth. P. falciparum Dd2 growth, SYBR Green, 72 h; hits give low values. activity change, % at 10 µM. 94,000 compounds, 2.3% hits; in the data active = activity change below about -80%; inconclusive = no clear call, values can overlap the other calls
# GASC1 inh: blocks human GASC-1 (KDM4C) demethylase activity. Q9H3R0. inhibition, % at 12.5 µM. GST-KDM4C 2-372, H3K9me3 peptide, LANCE TR-FRET. 96,000 compounds, 0.15% hits;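 active = mean replicate inhibition above about 25%, with at least 55% of replicates also reaching it, limit read from the data, passing the limit was not always enough; inconclusive = only one of those two conditions met; inactive = neither condition met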
# Target sequence (Q9H3R0 2-372 limits assumed): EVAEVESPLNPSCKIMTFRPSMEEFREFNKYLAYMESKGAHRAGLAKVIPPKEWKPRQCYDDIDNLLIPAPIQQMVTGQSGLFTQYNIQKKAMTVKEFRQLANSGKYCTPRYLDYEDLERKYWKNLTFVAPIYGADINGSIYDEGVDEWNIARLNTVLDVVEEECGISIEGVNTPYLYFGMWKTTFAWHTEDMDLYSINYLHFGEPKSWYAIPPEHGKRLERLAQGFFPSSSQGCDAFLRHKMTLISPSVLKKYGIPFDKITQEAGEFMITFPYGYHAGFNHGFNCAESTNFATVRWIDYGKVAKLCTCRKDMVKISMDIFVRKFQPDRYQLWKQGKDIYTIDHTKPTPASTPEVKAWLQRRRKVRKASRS
#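 Material: GST-tagged GASC-1 (JMJD2C) catalytic fragment, aa 2-372. Input: enzyme final amount 10 nM. Medium: HEPES buffer, pH 7.5, plus ascorbate. Reagent: H3K9me3 peptide substrate, Fe(II), 2-oxoglutarate. Doses: single dose. Times: reaction 30 min RT, detection step 1 h RT. Measured by: LANCE TR-FRET. Evaluation: Fall in 671/618 emission ratio as inhibition.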
# T cruzi growth: T. cruzi proliferation inhibition; T. cruzi beta-gal in NIH3T3, GalScreen luminescence, 90 h; inhibition, % at 8.34 µM; 77,000 compounds, 5.9% hits; AID 624255;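 active = mean inhibition above about 93%, with at least 55% of replicates each passing it, limit read from the data, passing the limit was not always enough; inconclusive = only one of those two conditions holds; inactive = neither condition holds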
# C diff HTS: C. difficile growth inhibition; Clostridium difficile clinical isolate growth, OD600, 24 h; hits give low values; 86,000 compounds, 0.25% hits; growth activity, negative = inhibition, % at 16 µg/mL (by protocol); AID 1259249;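 active = mean growth activity at or below -80% and every replicate also at or below -80%; inconclusive = mean at or below -80% but some replicate above -80%; inactive = mean growth activity above -80%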;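 also: 0% = DMSO wells and -100% = levofloxacin 16 µg/mL wells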
# Starred values were filed as active, the others as inactive; ? = inconclusive; / = no result given; & = joins results of further samples.
SMILES,Pf Dd2 growth,GASC1 inh,T cruzi growth,C diff HTS
C[C@H]1CN([C@@H](C)CO)C(=O)c2cccc(NC(=O)C3CCCCC3)c2O[C@H]1CN(C)Cc1ccc2c(c1)OCO2,-19,-0.8,-18,17
C[C@@H]1CN([C@@H](C)CO)C(=O)c2cc(-c3ccc(F)cc3)cnc2O[C@@H]1CN(C)C(=O)c1cccnc1,5,1.4,-160,1
COc1cccc(C#Cc2ccc([C@H]3[C@@H](C#N)N(C(=O)C4CC4)[C@@H]3CO)cc2)c1,-37,0.4,100*,1
CCCNC(=O)N[C@@H]1CC[C@H](CC(=O)NC2CCC2)O[C@@H]1CO,6,-0.5,-42,/
C[C@H]1CN([C@@H](C)CO)C(=O)c2cc(NC(=O)CCC(F)(F)F)ccc2O[C@@H]1CN(C)C(=O)Nc1ccccc1,8,-1.0,42,1
C[C@@H]1CN([C@@H](C)CO)S(=O)(=O)c2ccc(C#CC(C)(C)O)cc2O[C@@H]1CN(C)C(=O)C1CCC1,-1,0.5,42,-3
O=C(C[C@@H]1C=C[C@@H](NC(=O)CN2CCOCC2)[C@@H](CO)O1)NCCc1ccncc1,27,-0.5,/,-4
COc1ccc(NC(=O)Nc2ccc3c(c2)C(=O)N([C@@H](C)CO)C[C@@H](C)[C@@H](CN(C)C(=O)C2CCCCC2)OCCCC[C@H](C)O3)cc1,-78,-1.0,61,-8
CCCC#Cc1cnc2c(c1)C(=O)N([C@H](C)CO)C[C@H](C)[C@@H](CN(C)C(=O)NC1CCCC1)O2,-19,-1.0,41,7
CN1CCN(C(=O)C[C@H]2CC[C@H]3[C@@H](COC[C@@H](O)CN3S(=O)(=O)c3cccc(F)c3)O2)CC1,-7,4.1,-6,-1&-8
C[C@H](CO)N1C[C@H](C)[C@H](CN(C)Cc2ccccc2)Oc2c(NC(=O)c3ccncc3)cccc2C1=O,-2,0.5,70,5
C[C@H]1CN([C@@H](C)CO)C(=O)c2cc(C#Cc3ccc(F)cc3)cnc2O[C@@H]1CN(C)CC1CCOCC1,-67,1.1,21,14
Cc1noc(C)c1NC(=O)Nc1ccc2c(c1)C(=O)N([C@@H](C)CO)C[C@@H](C)[C@@H](CN(C)S(=O)(=O)c1ccc(Cl)cc1)O2,7,-0.6,43,3
C[C@H](CO)N1C[C@H](C)[C@H](CN(C)Cc2ccccc2F)Oc2ncc(C#CCN(C)C)cc2C1=O,6,1.9,8,3
C[C@H](CO)N1C[C@H](C)[C@@H](CN(C)S(=O)(=O)c2cn(C)cn2)OCCCC[C@H](C)Oc2ccc(NC(=O)CCCCCC(=O)Nc3ccccc3N)cc2C1=O,4,0.5,56,6
O=C(C[C@H]1CC[C@H]2[C@@H](COC[C@@H](O)CN2Cc2nccs2)O1)NCc1ccccc1Cl,28,-2.1,-11,3&-5
CN1C[C@@H]2[C@H](c3ccccc31)[C@H](CO)N2C(=O)Nc1ccccc1,0,3.1,9,11
CCCN1C[C@H](C)[C@H](OC)CN(C)C(=O)c2ccc(NC(=O)c3ccccc3)cc2OC[C@@H]1C,-3,-0.3,-62,/
Cc1ccc(S(=O)(=O)N(C)C[C@@H]2Oc3ccc(NC(=O)c4ccncc4)cc3C(=O)N([C@@H](C)CO)C[C@@H]2C)cc1,17,2.0,25,3
O=C(C[C@@H]1CC[C@@H]2[C@H](COC[C@@H](O)CN2Cc2nccs2)O1)NCc1ccc(-c2ccccc2)cc1,-13,-0.4,26,/
CC(C)C#Cc1ccc2c(c1)O[C@H](CN(C)Cc1ccccn1)[C@H](C)CN([C@@H](C)CO)S2(=O)=O,-74,/,74,26
COc1ccc(CN(C)C[C@H]2Oc3ccc(NC(=O)Cc4cn(C)c5ccccc45)cc3CC(=O)N([C@H](C)CO)C[C@@H]2C)cc1,-60,3.0,/,2
O=C(c1cccnc1)N1CC(=O)N2[C@H](CO)[C@@H](c3ccc(-c4ccccc4F)cc3)[C@H]2C1,17,0.0,/,-14
O=C(NC1CCCCC1)N1CC(=O)N2[C@@H](CO)[C@@H](c3ccc(-c4cccnc4)cc3)[C@@H]2C1,-3,0.1,/,-8
C/C=C/c1cnc2c(c1)C(=O)N([C@@H](C)CO)C[C@H](C)[C@H](CN(C)C(=O)NC1CCCC1)O2,9,4.9,36,2

# One compound at a time, from the list above.
# Shown for COc1ccc(CN(C)C[C@H]2Oc3ccc(NC(=O)Cc4cn(C)c5ccccc45)cc3CC(=O)N([C@H](C)CO)C[C@@H]2C)cc1 → Pf Dd2 growth = -60; GASC1 inh = 3.0; T cruzi growth = /; C diff HTS = 2
# Shown for O=C(c1cccnc1)N1CC(=O)N2[C@H](CO)[C@@H](c3ccc(-c4ccccc4F)cc3)[C@H]2C1 → Pf Dd2 growth = 17; GASC1 inh = 0.0; T cruzi growth = /; C diff HTS = -14
# Shown for O=C(C[C@@H]1C=C[C@@H](NC(=O)CN2CCOCC2)[C@@H](CO)O1)NCCc1ccncc1 → Pf Dd2 growth = 27; GASC1 inh = -0.5; T cruzi growth = /; C diff HTS = -4

# Back to the main list, repeating the two entries before the break.
SMILES,Pf Dd2 growth,GASC1 inh,T cruzi growth,C diff HTS
O=C(NC1CCCCC1)N1CC(=O)N2[C@@H](CO)[C@@H](c3ccc(-c4cccnc4)cc3)[C@@H]2C1,-3,0.1,/,-8
C/C=C/c1cnc2c(c1)C(=O)N([C@@H](C)CO)C[C@H](C)[C@H](CN(C)C(=O)NC1CCCC1)O2,9,4.9,36,2
CCCC(=O)Nc1ccc2c(c1)C(=O)N(C)C[C@@H](OC)[C@H](C)CN(C(=O)c1cccnc1)[C@H](C)CO2,50,0.2,25,/
COCC(=O)Nc1ccc2c(c1)[C@H]1C[C@H](CC(=O)NCc3ccncc3)O[C@H](CO)[C@H]1O2,9,1.4,50,-6
C[C@H]1CN([C@@H](C)CO)C(=O)c2cc(NC(=O)Nc3ccccc3)ccc2O[C@@H]1CN(C)S(=O)(=O)c1ccccc1,0,-1.2,21,10
C[C@@H]1CN([C@H](C)CO)C(=O)c2ccccc2-c2ccccc2CO[C@H]1CN(C)C(=O)Nc1ccccc1C(F)(F)F,-40,0.5,17,-2
COc1ccc(CN(C)C[C@@H]2OCCCC[C@H](C)Oc3ccc(NC(=O)Nc4ccc5c(c4)OCO5)cc3C(=O)N([C@H](C)CO)C[C@@H]2C)cc1,-68,1.9,101*,/
Cc1noc(C)c1NC(=O)Nc1ccc2c(c1)C(=O)N([C@@H](C)CO)C[C@@H](C)[C@@H](CN(C)C(=O)Nc1ccccc1)OCCCC[C@@H](C)O2,-43,-0.4,-18,-9
O=S(=O)(NCC[C@@H]1CC[C@H](NS(=O)(=O)c2ccccc2Cl)[C@H](CO)O1)c1ccc(Cl)cc1,7,1.1,43,/
C[C@H](CO)N1C[C@H](C)[C@@H](CN(C)CC2CC2)Oc2cc(-c3cccc(C#N)c3)ccc2S1(=O)=O,-40,-0.7,65,3
COc1ccc(NC(=O)Nc2ccc3c(c2)C(=O)N([C@@H](C)CO)C[C@@H](C)[C@H](CN(C)C(=O)Nc2ccc(C(F)(F)F)cc2)OCCCC[C@@H](C)O3)cc1,4,17,114*,-5
O=C(C[C@H]1CC[C@@H]2[C@H](COC[C@@H](O)CN2C(=O)Nc2ccc(F)cc2)O1)NCC1CC1,-14,0.0,/,1&-2
C[C@@H]1CN([C@H](C)CO)C(=O)c2cc(NC(=O)CCCCCC(=O)Nc3ccccc3N)ccc2O[C@H]1CN(C)Cc1ccc(-c2ccccc2)cc1,-54,-1.8,/,2
Cc1ccc(S(=O)(=O)N(C)C[C@H]2OCCCC[C@H](C)Oc3ccc(NC(=O)c4ccncc4)cc3C(=O)N([C@H](C)CO)C[C@@H]2C)cc1,-64,-2.2,/,/
COCC(=O)Nc1ccc2c(c1)C(=O)N(C)[C@H]1CC[C@@H](CC(=O)NC3Cc4ccccc4C3)O[C@H]1CO2,31,1.0,12,0
COCC(=O)NC[C@H]1[C@@H](c2ccc(-c3ccccc3)cc2)[C@@H](CO)N1C(C)=O,0,2.5,93,0
CN1C[C@@H]2[C@H](c3ccccc31)[C@@H](CO)N2C(=O)Nc1ccccc1,-1,-1.6,-15,13
Cc1ccccc1S(=O)(=O)N1CC[C@@H]2[C@@H](CO)N(C)c3ccc(-c4ccccc4)cc3[C@@H]21,-2,1.6,?,6
COc1ccccc1NC(=O)Nc1ccc2c(c1)C(=O)N(C)C[C@@H](OC)[C@@H](C)CN(C)[C@H](C)CO2,-22,4.2,-21,/
CCCC#Cc1ccc2c(c1)O[C@@H](CN(C)Cc1ccccc1)[C@H](C)CN([C@H](C)CO)S2(=O)=O,15,-0.2,/,/
O=C(c1cccnc1)N1CC(=O)N2[C@H](CO)[C@H](c3ccc(C#CCC4CCCC4)cc3)[C@H]2C1,-14,-0.3,/,-25
C[C@H]1CN([C@@H](C)CO)C(=O)Cc2cc(NC(=O)Nc3ccccc3)ccc2O[C@@H]1CN(C)S(=O)(=O)c1cccs1,-14,-0.3,20,-3
CCC(=O)N(C)C[C@H]1Oc2cc(-c3ccccc3)ccc2S(=O)(=O)N([C@H](C)CO)C[C@H]1C,-23,2.5,72,-9
COc1ccccc1NC(=O)N1CC[C@@H]2[C@H]1c1cc(-c3ccc(F)cc3)ccc1N(C)[C@H]2CO,-14,-1.4,85,15
C[C@H]1CN([C@@H](C)CO)S(=O)(=O)c2ccc(C3=CCCC3)cc2O[C@H]1CN(C)S(C)(=O)=O,3,0.1,24,/
COc1ccccc1-c1cnc2c(c1)C(=O)N([C@@H](C)CO)C[C@@H](C)[C@@H](CN(C)C(=O)c1ccncc1)O2,-5,-1.4,29,1
COc1ccc(NC(=O)N2CCCCN3[C@@H](CO)[C@H](c4ccc(C#Cc5ccccn5)cc4)[C@@H]3C2)cc1,-85*,-0.1,103*,7

# Carrying on:
SMILES,Pf Dd2 growth,GASC1 inh,T cruzi growth,C diff HTS
CO[C@H]1CN(C)C(=O)c2cc(NC(C)=O)ccc2OC[C@@H](C)N(C(=O)C2CC2)C[C@H]1C,0,0.5,-13,0
C[C@H]1CN([C@@H](C)CO)C(=O)c2cccc(NC(=O)Nc3cccc4ccccc34)c2O[C@@H]1CN(C)C(=O)Nc1ccccc1,-12,-0.4,81,-1
C[C@@H]1CN([C@@H](C)CO)C(=O)c2cc(NC(=O)Cc3ccccc3)ccc2O[C@H]1CN(C)C(=O)Nc1ccc(F)cc1,-5,-0.2,/,-1&-5
C[C@H]1CN([C@@H](C)CO)C(=O)CCCn2cc(nn2)CO[C@@H]1CN(C)C(=O)Nc1cccc(C(F)(F)F)c1,-7&-9,8.0,28&31,3&-1
CCCNC(=O)Nc1ccc2c(c1)C(=O)N(C)C[C@@H](OC)[C@@H](C)CN(C(=O)C1CCC1)[C@H](C)CO2,/,1.7,24,/
COc1ccc(NC(=O)N(C)C[C@@H]2Oc3ncc(C#CC(C)C)cc3C(=O)N([C@@H](C)CO)C[C@@H]2C)cc1,1,-0.2,33,4
CC(=O)N1[C@@H]2Cn3c(ccc(-c4ccccc4)c3=O)[C@H]1[C@@H](C(=O)NCC1CC1)[C@@H]2CO,8,-0.6,-2,-7
CO[C@@H]1CN(C)C(=O)c2cc(NC(=O)NC3CCCCC3)ccc2OC[C@@H](C)N(CC2CC2)C[C@@H]1C,-11,-0.7,0,-3
O=C(C[C@H]1C=C[C@@H](NC(=O)c2ccncc2)[C@H](CO)O1)NCCc1ccncc1,/,-0.5,/,1
Cc1cccc(-c2ccc([C@H]3[C@@H](CO)N4C(=O)CN(C(=O)c5ccc6c(c5)OCO6)C[C@@H]34)cc2)c1,3,-0.8,/,10
C[C@@H]1CCCCO[C@@H](CN(C)C(=O)c2ccccc2)[C@@H](C)CN([C@@H](C)CO)C(=O)c2cc(NC(=O)CCC(F)(F)F)ccc2O1,-22,4.2,-21,-3
C[C@@H]1CN([C@@H](C)CO)C(=O)Cc2cc(NS(=O)(=O)c3ccccc3)ccc2O[C@H]1CN(C)Cc1ccc(Cl)c(Cl)c1,0,-1.0,18,-22
C[C@@H]1CN([C@H](C)CO)C(=O)c2cc(-c3ccncc3)cnc2O[C@H]1CN(C)C(=O)C1CCOCC1,25,0.5,-42,4
C[C@@H]1CN([C@H](C)CO)S(=O)(=O)c2ccc(-c3cccnc3)cc2O[C@H]1CN(C)C(=O)c1cccc(F)c1,-23,-2.9,20,1
C[C@@H]1CN([C@H](C)CO)C(=O)CCCn2cc(nn2)CO[C@@H]1CN(C)C(=O)Nc1ccc(F)cc1,-4,-0.6,-1,2
C[C@@H]1CN([C@H](C)CO)C(=O)c2cc(C#CCc3ccccc3)cnc2O[C@@H]1CN(C)Cc1cccc(F)c1,-33,0.3,-5,/
COc1cccc(S(=O)(=O)N(C)C[C@@H]2Oc3cc(C#CCN(C)C)ccc3S(=O)(=O)N([C@H](C)CO)C[C@@H]2C)c1,-24&-58,1.2,73&84,-3&2

# Screening results: PubChem BioAssay, Broad Institute
